# NCI-60 one-dose screen, 48 h, at 10 µM unless noted. Numbers give growth in % (100 = growth as untreated, 0 = no growth, -100 = all killed).
# MDA-MB-435 – MDA-MB-435 melanoma | AID 1794794 | hit rate 7.8% among 82,000
# SK-MEL-5 – SK-MEL-5 melanoma; hit rate 6.4% among 80,000
# LOX IMVI – LOX IMVI melanoma; hit rate 7.4% among 79,000; AID 1794757
# SK-MEL-2 – SK-MEL-2 melanoma; hit rate 4.7% among 77,000
# MALME-3M – MALME-3M melanoma | hit rate 5.8% among 78,000 | AID 1794766
# SK-MEL-28 – SK-MEL-28 melanoma | hit rate 4.1% among 81,000
# UACC-62 – UACC-62 melanoma. hit rate 5.4% among 81,000. AID 1794756
# UACC-257 – UACC-257 melanoma | hit rate 4.4% among 78,000 | AID 1794764
# Numbers without * were called inactive; nt = no result given; & = joins results of further samples. Rule for the calls: active = growth percent below 10; inactive = the rest.
item	structure	UACC-257	SK-MEL-28	LOX IMVI	SK-MEL-2
1	CN1CCc2nc3sc(C(N)=O)c(N)c3c(-c3cccs3)c2C1	58	5.5*	7.9*	27
2	CSc1n[nH]c2nc(-c3ccc(F)cc3)[nH]c(=O)c12	93	105	107	106
3	Cc1ccc(/C=C2/SC(=O)N(CC(=O)N3CCN(c4cc5c(cc4F)c(=O)c(C(=O)O)cn5C4CC4)CC3)C2=O)cc1	85	105	98	100
4	OCC(O)CNc1ncnc2cc(Cl)ccc12 (configuration not stated)	104	112	92	99
5	COc1ccc(/C=C/C(=O)c2ccc(NC(=O)CSc3nnc(-c4ccc(OC)c(OC)c4)o3)cc2)cc1	103	112	72	93
6	NC(=S)N/N=C/c1c[nH]c(=O)[nH]c1=O	105	106	100	113
7	NC(=O)c1nnsc1-c1ccc(-c2snnc2C(N)=O)cc1	112	114	95	92
8	COc1cc(C)cc2oc3oc(=N)c(-c4nc5ccccc5s4)cc3c(=O)c12	112	100	95	118
9	COc1ccc2c(c1)c(C(=O)c1nc(-c3c[nH]c4ccccc34)no1)cn2C	93	116	96	106
10	O=C(Nc1ncccc1OCc1ccccc1)Nc1cccc2ccccc12	93	92	nt	94
11	CCOC(=O)c1c2c(cn1S(=O)(=O)c1ccccc1)-c1nc(N)sc1CC2	47	106	70	85
12	OC(CCCN1CCCCC1)(c1ccccc1)c1ccccc1	nt	101	98	100
13	O=C1C(Sc2ccccc2)=C(Cl)CN1Cc1ccccc1	109	108	99	115
14	Cc1cccc(C)c1NC(=S)NC=C(C(N)=O)C(N)=O	97	113	95	111
15	CCC1(O)CCCC2C3CCC4CC(=O)CCC4(C)C3C(=O)CC21C (configuration not stated)	103	116	92	106

item	SK-MEL-5	MALME-3M	UACC-62	MDA-MB-435
1	-59*	55	20	30
2	nt	98	94	103
3	100	101	97	106
4	103	nt	101	109
5	86	92	92	86
6	102	99	98	99
7	116	133	96	102
8	99	96	92	100
9	85	93	96	101
10	94	102	78	69
11	12	72	59	66
12	101	109	100	105
13	98	93	97	107
14	96	101	94	112
15	100	135	80	101

# Rewritten with values under each structure: part of the list above
# Order of results: UACC-257 | SK-MEL-28 | LOX IMVI | SK-MEL-2 | SK-MEL-5 | MALME-3M | UACC-62 | MDA-MB-435
8) COc1cc(C)cc2oc3oc(=N)c(-c4nc5ccccc5s4)cc3c(=O)c12
 : 112 | 100 | 95 | 118 | 99 | 96 | 92 | 100
9) COc1ccc2c(c1)c(C(=O)c1nc(-c3c[nH]c4ccccc34)no1)cn2C
 : 93 | 116 | 96 | 106 | 85 | 93 | 96 | 101
10) O=C(Nc1ncccc1OCc1ccccc1)Nc1cccc2ccccc12
 : 93 | 92 | nt | 94 | 94 | 102 | 78 | 69
11) CCOC(=O)c1c2c(cn1S(=O)(=O)c1ccccc1)-c1nc(N)sc1CC2
 : 47 | 106 | 70 | 85 | 12 | 72 | 59 | 66
12) OC(CCCN1CCCCC1)(c1ccccc1)c1ccccc1
 : nt | 101 | 98 | 100 | 101 | 109 | 100 | 105

# Other compounds
item	structure	UACC-257	SK-MEL-28	LOX IMVI	SK-MEL-2
16	COc1cc2c3c(c(=O)oc2cc1OS(=O)(=O)c1ccccc1)CCCCC3	103	103	88	93
17	O=S(=O)(NCCNc1nccc(-c2c(-c3ccc(F)cc3)nc3sccn23)n1)c1ccccc1	79	66	40	71
18	CC1(C)[C@@H](NCO)CC[C@]2(C)[C@H]3C(=O)C=C4[C@@H]5C[C@](C)(CO)CC[C@]5(C)CC[C@@]4(C)[C@]3(C)CC[C@@H]12	33	-29*	-75*	95
19	O=C(Nc1ccc(OS(=O)(=O)c2ccc(F)cc2)cc1)C1CCCCCC1	94	109	87	98
20	COCCOCCOCc1n(Cc2ccc3ccccc3n2)c2ccccc2[n+]1Cc1ccc2ccccc2n1	-5.4*	42	29	-8.5*
21	Cc1ccc2oc(=O)cc(/C=C3/SC(=O)NC3=O)c2c1	106	96	101	107
22	O=C1N=C(N2CCCCC2)S/C1=C\c1ccc(Cl)cc1	97	100	90	91
23	Cn1c(=O)c2[nH]c(N/N=C/c3ccccc3C(=O)O)nc2n(C)c1=O	113	109	105	108
24	NC(=O)c1[nH]cnc1/N=N/N1CCCC1	85	109	53	41
25	O=C(O[C@H](C(=O)O)[C@H](OC(=O)c1ccccc1)C(=O)O)c1ccccc1	97	120	93	100
26	N#C/C(=C\c1ccc(-c2cccc(C(F)(F)F)c2)o1)c1nc(-c2cccs2)cs1	109	102	nt	108
27	CCN(C(=O)CN1CCN(c2cc(=O)[nH]c3ccc(F)cc23)CC1)c1ccccc1	104	106	99	97
28	O=C(O)c1cccc(-n2c(O)c(C=C3N=c4ccccc4=N3)sc2=S)c1	103	105	97	108
29	CCOc1cccc(/C=N/NC(=O)C(=O)Nc2cccc(C(F)(F)F)c2)c1O	5.1*	45	6.5*	37
30	CC(=O)Nc1ccc(CC#N)cc1	110	110	99	109

item	SK-MEL-5	MALME-3M	UACC-62	MDA-MB-435
16	62	95	76	93
17	40	63	53	36
18	61	49	50	60
19	72	100	85	97
20	-15*	5.2*	15	11
21	102	95	96	107
22	90	nt	87	91
23	111	86	104	109
24	98	95	83	93
25	106	101	82	97
26	102	102	82	100
27	99	88	84	99
28	101	104	95	104
29	-26*	57	2.7*	50
30	114	117	109	108

# Following part.
item	structure	UACC-257	SK-MEL-28	LOX IMVI	SK-MEL-2
31	CC(C)N1C(=O)c2ccccc2C(n2c(-c3ccc(C(F)(F)F)cc3)nc3ccccc32)C1=O (configuration not stated)	113	104	93	91
32	CCOC(=O)C12CC=CC(CCC1)/C2=N\Nc1ccccc1 (configuration not stated)	106	107	83	101
33	Cc1ccc(-c2nc(C#N)c(N(C)C)o2)cc1	95	106	85	95
34	N#Cc1c(-c2ccc(Cl)cc2)nc(NCCO)[nH]c1=O	107	112	97	94
35	COCCOC(=O)c1cccc(C)c1	102	105	92	107
36	CS(=O)(=O)c1ccc(NN2C(=O)CSC2c2ccc(F)cc2)cc1 (configuration not stated)	105	106	nt	108
37	Cn1c2ccccc2c2c3c(c4c5ccc(Br)cc5oc4c21)C(=O)N(O)C3=O	94	105	-89*	99
38	Cc1ccc(C(=O)/C=C/c2ccc(Oc3ccc(Cl)cc3)cc2)cc1	91	115	97	101
39	[O-]c1on[n+]2c1CCCC2	nt	109	96	110
40	Cc1c(C)c([N+](=O)[O-])c(C)c(C)c1N	93&108	116&109	100&96	108&85
41	CS(=O)(=O)Nc1cc(-c2ccc3ncnc(Nc4ccc5c(cnn5Cc5ccccc5F)c4)c3c2)cnc1Cl	53	18	26	15
42	COc1cccc(Nc2ncnc3cc(NC(=O)CCl)ccc23)c1	14	-34*	-75*	-45*
43	CCc1c2c(nc3ccc(OCc4ccc(B(O)O)cc4)cc13)-c1cc3c(c(=O)n1C2)COC(=O)[C@]3(O)CC	-12*	36	-48*	7.7*
44	c1csc(C2=NN3C(C2)c2ccccc2OC3c2ccncc2)c1 (configuration not stated)	96	107	89	96
45	COc1ccc(-c2cc(C(=O)Nc3ccc(C)cc3)nc3[nH]c(=O)sc23)cc1	51	70	78	29

item	SK-MEL-5	MALME-3M	UACC-62	MDA-MB-435
31	98	96	96	103
32	98	114	80	107
33	89	106	92	105
34	107	99	84	106
35	101	84	104	101
36	nt	103	101	103
37	76	113	49	88
38	102	96	95	94
39	104	104	102	104
40	103&107	105&105	105&93	105
41	26	-7.5*	19	44
42	-86*	-85*	-68*	-82*
43	-67*	-7.1*	-25*	6.6*
44	93	87	94	100
45	37	73	31	65

# The listing continues.
item	structure	UACC-257	SK-MEL-28	LOX IMVI	SK-MEL-2
46	COc1ccc(/C=C(/C2=NCCN2)n2ccc3ccccc32)cc1	94	104	85	99
47	O=C(Nc1ccc(OS(=O)(=O)c2ccccc2)cc1)C1CCCCCC1	99	113	91	102
48	COc1cc2c(c(O)c1OC)C1Cc3ccc(OC)c(OC)c3CN1CC2 (configuration not stated)	93	83	84	112
49	O=C(c1nnc(Nc2ccc(Cl)cc2)o1)c1c[nH]c2ccccc12	88	108	97	105
50	C=C1CCC(=O)C(=C(C)C)c2c(C)cc3c(c21)C(=O)[C@H](C)C3	89	106	96	107
51	Nc1no[n+]([O-])c1-c1nnc2c(n1)-c1ccccc1C2=O	-12*	81	27	87
52	O=c1oc2c(cnc3ccccc32)cc1-c1cccc([N+](=O)[O-])c1	103	107	99	118
53	NNc1cccc(/C=C/c2ccccc2)cc1=O	95	82	33	83
54	COc1ccc2nc(-c3ccc(Cl)cc3)cc(-c3nnc(SCC(=O)Nc4ccc(C(C)=O)cc4)o3)c2c1	94	95	96	88
55	C[C@]1(CO)O[C@@H](n2cc(F)c(N)nc2=O)C[C@@H]1O	nt	79	34	98
56	N#Cc1ccc(NC2c3ccccc3CC2O)cc1 (configuration not stated)	125	109	nt	103
57	CCOC(=O)c1ccc(Nc2ncnc3c2cnn3-c2cccc(F)c2)cc1	100	110	93	114
58	Clc1ccc(Nc2nc(Nc3ccccc3)nc(Nc3ccc(-c4cc(-c5ccc(Cl)cc5)on4)cc3)n2)cc1	70	78	32	64
59	CC(=O)Nc1ccc(/C=C/C(=O)O)cc1	100	110	96	103
60	Nc1cccc2ccc(Cl)nc12	95	104	97	100

item	SK-MEL-5	MALME-3M	UACC-62	MDA-MB-435
46	95	87	87	90
47	76	100	84	93
48	101	102	90	90
49	80	102	82	112
50	109	95	106	107
51	20	64	64	19
52	104	105	100	109
53	63	103	55	73
54	99	101	91	102
55	71	91	94	77
56	102	nt	99	117
57	101	103	93	103
58	86	65	53	11
59	117	105	102	106
60	105	97	nt	88

# Structural class: the compounds so far containing a nitro group on carbon
item	structure	UACC-257	SK-MEL-28	LOX IMVI	SK-MEL-2
40	Cc1c(C)c([N+](=O)[O-])c(C)c(C)c1N	93&108	116&109	100&96	108&85
52	O=c1oc2c(cnc3ccccc32)cc1-c1cccc([N+](=O)[O-])c1	103	107	99	118

item	SK-MEL-5	MALME-3M	UACC-62	MDA-MB-435
40	103&107	105&105	105&93	105
52	104	105	100	109

# (next part)
item	structure	UACC-257	SK-MEL-28	LOX IMVI	SK-MEL-2
61	O=C(NCCc1ccccc1)Nc1ccccc1Cl	nt	105	101	86
62	c1ccc2c(OCc3nc4ccccc4[nH]3)cccc2c1	91	98	96	96
63	CC(=O)CC(=O)Nc1ccc(NC(=O)CC(C)=O)c(C)c1	102	116	96	104
64	Cc1csc(NC(=O)c2ccc(C(=O)Nc3nc(C)cs3)cc2)n1	88	125	96	99
65	CNC(=O)c1cc(-n2ccc3cc(NC(=O)Nc4ccccc4)ccc32)ccn1	106	110	100	103
66	CCOP(=O)(OCC)C(NC(=O)c1ccccc1)C1=NCCS1 (configuration not stated)	97	106	102	107
67	COc1ccc(-c2cncn2-c2ccc(-c3nc4cc(OC)c(OC)c(OC)c4s3)cc2)cc1OC	75	85	74	72
68	CC(C)C1=C[C@@]23CC[C@@H]4[C@](C)(CCC[C@@]4(C)C(=O)OCC#CCN4CCOCC4)[C@H]2C[C@@H]1[C@H]1C(=O)OC(=O)[C@H]13	90	104	95	103
69	CCc1ccc2c(c1)N(CCO)C1=C(C(=O)OC1)C2c1ccccc1 (configuration not stated)	nt	91	95	nt
70	C=CCn1c(SCC(=O)Nc2ccc(OC)cc2)nnc1-c1ccc(Cl)cc1	97	93	94	nt
71	CC(=O)N[C@H](CS)C(=O)O	97	110	100	93

item	SK-MEL-5	MALME-3M	UACC-62	MDA-MB-435
61	100	97	98	105
62	86	79	78	104
63	nt	113	104	99
64	107	105	101	101
65	87	101	92	94
66	101	97	100	101
67	50	113	60	81
68	100	103	91	102
69	87	nt	71	22
70	96	90	81	90
71	102	100	110	107

# Screening results from PubChem.
